# From PubChem BioAssay
# TR SRC2 fluor cs: alters Texas Red total fluorescence, flagging assay interference; TRb/SRC2 Texas Red total fluorescence interference; Potency, µM (highest dose often 106 µM), for the others: top-dose fluorescence change, negative = quenching; hit rate 0.29% among 280,000; active = well fitted curve in either direction with a large enough effect; inconclusive = small, poorly fitted or top-dose-only effect; note: % is set by controls: 0 for no effect and ±100 for the full control effect
#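 Human TRb ligand-binding domain at 0.6 uM with 20 nM Texas Red SRC2 peptide in Tris buffer containing 1 uM T3 and 5% DMSO, incubated with compound 5 h at ambient temperature. Total fluorescence (555/632 nm) calculated as parallel + 2 × perpendicular.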
# TRb-SRC2 inh: disrupts binding of human TR beta to SRC2; Potency, µM (top dose mostly 106 µM), inactives show at the highest dose activity change, negative = inhibition, most hits filed as inhibitors; hit rate 0.065% among 280,000; P10828; TRbeta-SRC2 peptide binding, fluorescence polarization; receptor liganded with 1 µM T3;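 note: plate controls were bound peptide for no effect and peptide without receptor for full effect; nearly all actives have a fitted effect of over 50% in size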
# Target sequence (P10828 whole entry, looked up): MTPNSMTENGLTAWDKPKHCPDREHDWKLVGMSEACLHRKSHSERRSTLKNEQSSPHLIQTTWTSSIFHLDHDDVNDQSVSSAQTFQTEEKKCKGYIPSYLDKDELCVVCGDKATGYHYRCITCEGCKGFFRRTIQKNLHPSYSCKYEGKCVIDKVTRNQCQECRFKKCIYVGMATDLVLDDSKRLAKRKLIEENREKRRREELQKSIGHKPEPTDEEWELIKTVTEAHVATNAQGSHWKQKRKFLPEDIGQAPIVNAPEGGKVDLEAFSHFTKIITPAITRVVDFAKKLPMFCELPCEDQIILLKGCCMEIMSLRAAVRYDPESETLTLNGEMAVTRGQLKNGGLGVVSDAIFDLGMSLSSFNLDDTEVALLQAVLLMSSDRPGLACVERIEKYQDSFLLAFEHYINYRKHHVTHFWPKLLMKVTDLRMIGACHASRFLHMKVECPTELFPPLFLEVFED
#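 Read-out is fluorescence polarization (555 nm excitation, 632 nm emission) of a Texas Red SRC2 coactivator peptide; loss of signal reflects blocked binding to human TRb ligand-binding domain in the presence of 1 uM T3.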
# RGS12 GoLoco inh: blocks human Gai1 binding to RGS12 GoLoco peptide, red readout | Gai1:RGS12 GoLoco peptide FP, rhodamine, 10 min | Potency, µM (titrated, usually from 61.6 µM), for inactives: top-dose activity, negative = inhibition, usual class: inhibitors | P63096 | hit rate 0.44% among 230,000; active = well fitted inhibition curve with a large enough effect, not every such curve was filed as active; inactive = no such curve, though single readings can be large or run the other way; note: % is set by controls: 0 for no effect and ±100 for the full control effect; nearly all actives have a fitted effect of over 30% in size; many of its hits are not listed in these tables
# Target sequence (P63096 whole entry, looked up): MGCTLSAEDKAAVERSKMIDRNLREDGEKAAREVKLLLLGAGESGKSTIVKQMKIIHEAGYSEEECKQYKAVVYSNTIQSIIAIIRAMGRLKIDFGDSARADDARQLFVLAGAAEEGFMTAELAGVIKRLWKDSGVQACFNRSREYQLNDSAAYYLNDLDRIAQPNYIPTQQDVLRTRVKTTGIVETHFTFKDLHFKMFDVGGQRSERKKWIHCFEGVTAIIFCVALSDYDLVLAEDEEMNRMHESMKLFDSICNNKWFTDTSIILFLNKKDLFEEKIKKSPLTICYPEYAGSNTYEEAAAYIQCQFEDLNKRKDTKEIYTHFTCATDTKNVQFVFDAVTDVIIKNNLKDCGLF
# JMJD2E inh: inhibitors of human JMJD2E histone demethylase; JMJD2E catalytic domain, FDH-coupled NADH fluorescence (FDH is formaldehyde dehydrogenase); B2RXH2; hit rate 1.6% among 230,000; Potency, µM (top dose mostly 57.1 µM), for inactives: at the highest dose activity change, negative = inhibition, actives largely listed as inhibitors; active = well fitted inhibition curve with a large enough effect, not every such curve was filed as active; inconclusive = small, poorly fitted or top-dose-only effect, or another doubt; inactive = no such curve, though single readings can be large or run the other way;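 note: 0% = wells with enzyme and -100% = buffer wells without enzyme; nearly all actives have a fitted effect of over 50% in size; many of its hits are not listed in these tables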
# Lamin A splicing: changes lamin A minigene splicing in HeLa cells; HeLa LMNA splicing GFP/RFP minigene ratio, 48 h; Potency, µM (highest dose often 46.1 µM), for the others: top-dose ratio change, negative = inhibition, usual class: inhibitors; hit rate 0.01% among 200,000; active = well fitted inhibition curve with a large enough effect in the signal ratio, with a control signal flat, not every such curve was filed as active; inconclusive = small, poorly fitted or top-dose-only effect, or effect the other way, or a change in a side signal; the % refers to the signal ratio; note: % is set by controls: 0 for no effect and ±100 for the full control effect
#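 Read-out is the ratio of GFP to DsRed2 object intensity, acquired by 488 nm laser-scanning cytometry on HeLa lamin A-EGFP minigene reporter cells. Compound incubation 48 hrs at 37 °C in Opti-MEM with 2% FBS; DMSO 0.5% final.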
# ALDH1A1 inh: ALDH1A1 (human) enzyme inhibition. P00352. Purified ALDH1A1, NADH fluorescence, propionaldehyde substrate. Potency, µM (doses to about 75.3 µM), for inactives: at the highest dose activity, negative = inhibition, most hits filed as inhibitors. hit rate 7.3% among 220,000; active = well fitted inhibition curve with a large enough effect, not every such curve was filed as active; inconclusive = small, poorly fitted or top-dose-only effect, or another doubt; inactive = no such curve, though single readings can be large or run the other way;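 note: plate controls were no enzyme wells and a reference inhibitor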
# SMN2 splice enh: increases expression of the SMN2 splice variant; HEK293 SMN2-luciferase splicing reporter, luminescence, 30-36 h; Potency, µM (series often up to 46.1 µM), for inactives: top-dose activity change, positive = activation, actives largely listed as activators; hit rate 2.8% among 210,000; note: % of control where 0% means no effect; nearly all actives have a fitted effect of over 55% in size
#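 qHTS luciferase splicing reporter: luminescence rises when SMN2 exon 7 is included in transfected HEK293 cells. Compound exposure lasted 30-36 h at 37C, with 4.5 mM final sodium butyrate as control, followed by a ONE-Glo read.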
# RECQ1 inh: inhibitors of human RECQ1 DNA helicase; hit rate 0.54% among 240,000; RECQ1 DNA unwinding, red fluorescence kinetic read; Potency, µM (top dose mostly 57.3 µM), inactives show at the top dose activity, negative = inhibition, usual class: inhibitors; AID 2549;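 note: plate controls were vehicle for no effect and no enzyme for full effect; nearly all actives have a fitted effect of over 30% in size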
#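 RECQ1T1 50 nM; forked duplex (20 bp + 30-nt ss tails) 200 nM, ATP 2 mM final; pH 8.0, 2 mM MgCl2, 2.5 ug/ml poly(dI-dC); 15 min compound preincubation; discontinuous kinetic read over 2 h at RT.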
# Numbers without * were called inactive; i = inactive; ? = inconclusive; nt = not tested or not shown; & = joins results of further samples; [ ] = dose if it differs, or a comment. Unless noted, calls come from the whole dose curve; as a rule, active = well fitted curve in the direction sought with a large enough effect; inconclusive = small, poorly fitted or top-dose-only effect, or another doubt; inactive = no such curve, though single readings can be large; an effect the other way counts as inactive or inconclusive. Potency is the fitted concentration of half-maximal effect. An excerpt; the hit share may differ from the screen's.
SMILES,TR SRC2 fluor cs,TRb-SRC2 inh,RGS12 GoLoco inh,JMJD2E inh,Lamin A splicing,ALDH1A1 inh,SMN2 splice enh,RECQ1 inh
COc1cc(=O)n2c(n1)SCCC2,1%,-13%,10%,-1%,16%,0%,-10%,-11%
C=CCSc1nc2c(cnn2-c2ccccc2)c(=O)n1N,1%,0%,7%,2%,nt,nt,nt,-1%
COC(=O)Cn1c2ccc(C)cc2c2nc(C)sc21,1%,-21%,6%,-1%,11%,?,3%,-2%
CSc1nc(-c2ccccc2)nc(N2CCN(C)CC2)c1C(C)=O,0%,-7%,-15%,4%,10%,-13%,7%,i
CC(=O)Oc1c(C)c(=O)n(C)c2ccccc12,1%,0%,0%,210%,4%,10%,15%,-8%
CCCN1C(=O)/C(=C\C=C2\N(CC)c3ccccc3C2(C)C)SC1=S,-2%,1%,-99%,?,nt,?,nt,i
CCOc1ccc(NS(=O)(=O)c2ccc(NS(C)(=O)=O)cc2)cc1,-3%,1%,0%,4%,?,0%,-22%,-6%
O=C(O)CN(CCO)CCN(CC(=O)O)CC(=O)O,-6%,-3%,-2%,84%[activator],3%,9%&7%,-26%,0%
Cc1cccc(-c2nnc(SCC#N)n2-c2ccccc2)c1,0%,2%,4%,7%,5%,-4%,-20%,11%
COc1cc(C(=O)NNC(=O)c2ccc(NC(C)=O)cc2)cc(OC)c1OC,1%,3%,5%,0%,nt,5%,0%,-2%
CC(C)=C1SC(N2CCN(c3cccc(C(F)(F)F)c3)CC2)=NC1=O,2%,-31%,4%,5%,6%,?,-18%,-10%
C=C(C)CNC(=S)Nc1cccc(S(=O)(=O)NC2=NCCC2)c1,1%,4%,-1%,-1%,-1%[46 µM],?,-9%,-3%
O=C(Nc1nnc(C2CCCCC2)s1)c1cccs1,-1%,1%,8%,-29%,7%,-8%,14µM*,-3%
COc1ccc(CCC(=O)N(C)CC(=O)Nc2ccc(N3CCOCC3)cc2)cc1,-2%,-3%,-5%,-7%,nt,-2%,-22%,-3%
C=CCNC(=S)NNC(=O)c1ccc(OC(C)C)cc1,1%,14%,2%,-8%,-3%,?,-17%,-3%
C=CCc1c(C)nc(C)nc1N/N=C/c1ccccc1O,-2%,-24%,6%,3.2µM*,-8%,6%,8%,-7%
O=S1(=O)N=C(N/N=C/C=C/c2ccccc2)c2ccccc21,-6%,2%,8%,?,-18%,12%,-7%,-5%
O=C(NCC1CCCO1)c1cnn2c1NC(c1ccccc1)CC2C(F)(F)F (stereo not given),-1%,3%,2%,-2%,-11%,6%,nt,-1%
Cc1ccc(NC(=O)COC(=O)c2ccco2)cc1,1%[53 µM],9%[53 µM],10%,-21%,nt,1%,nt,-3%
CCOc1ccc2nc(SCC(=O)Nc3ccc4c(c3)OCO4)sc2c1,5%,3%,-6%,5%,?,8%,4%,-1%
c1ccc(-n2cccc2CNC2CCCCC2)cc1,-2%,1%,-3%,?,4%,-12%,0%,-3%
O=C(O)c1ccc(N=NNc2cccc([N+](=O)[O-])c2)cc1,0%,2%,12%,-5%,-2%[46 µM],1%,11µM*,-2%
Cc1nn(C)c(Oc2cccc(Cl)c2)c1C=O,-6%,4%,-2%,3%,5%,6%,-16%,-10%
Cc1ccsc1/C=C1\CCc2ccccc2C1=O,2%,-6%,6%,-4%,9%,?,10µM*,-13%
NC(N)=NCCCC(NC(=O)C(N)Cc1ccc(O)cc1)C(=O)O (stereo not given),-1%,1%,5%,-24%,nt,-9%,3%,i
CN(C)c1ccc(S(=O)(=O)N(C)C)cc1[N+](=O)[O-],-2%,-3%,7%,?,?,?,-8%,6%
CC(C)[C@H](Nc1ncnc2c1oc1ccccc12)C(=O)O,0%,1%,-6%,7%,nt,nt,nt,-4%
O=S(=O)(c1ccc(Cl)s1)N1CCN(Cc2ccccc2)CC1,-5%,-6%,7%,-3%,?,6%,-50%[inhibitor],2%
Cc1ccc(/C=C2\CCC3=C2OC(N)=C(C#N)C3c2ccc(C)cc2)cc1 (stereo not given),0%,-5%,114%[activator],?,10%,?,-19%,?
CCOC(=O)c1c(C)oc2c1c(C(c1cccnc1)N1CCCCC1)c(O)c1ccccc12 (stereo not given),0%,1%,-7%,?,3%,?,18%,2%
CN(C(=O)c1ccccn1)c1nnc(-c2ccccn2)s1,5%,-13%,nt,0%,6%,3%,nt,-11%
C/C(CCC(=O)OC[C@@H]1O[C@H](C#Cc2ccccc2)C=C[C@@H]1Oc1ccc(C)cc1)=N/O[C@@H](C)CN1CCCc2nc(C)c(C)cc21,1%[11.2 µM],2%[11.2 µM],nt,nt,nt,-9%[13.5 µM],nt,-4%[11.5 µM]
CCOc1cc(CNC2CCCC2)c(Cl)cc1OCC(=O)Nc1ccccc1,-1%,3%,9%,2%,3%[46 µM],-7%,-9%,i
NC(=S)Nc1cc2ccccc2c2ccccc12,0%,6%,6%,?,?,0.4µM*,-37%[inhibitor],-2%
C/C(=C\C(=O)c1ccccc1)NNc1nc2ccccc2s1,-2%,-7%,12%,1%,1%[0.0737 µM],?,-6%,-4%
O=C(c1ccccc1)c1cc(Cl)ccc1N1C(=O)C=CC1=O,1%,-4%,-3%,5%,?,10µM*,3%,-15%
CC(C)C(=O)Nc1cccc(NC(=S)NC(=O)c2ccc([N+](=O)[O-])cc2)c1,-3%,2%,11%,-6%,4%,?,-8%,-27%
O=C1c2ccc([N+](=O)[O-])cc2C(=O)N1c1ccc(Cl)cn1,-7%,6%,11%,-22%,11%[46 µM],20%,nt,-11%
Cc1n[nH]c(C)c1S(=O)(=O)N1CCCC(C(=O)NCc2ccc(F)cc2)C1 (stereo not given),1%,4%,3%,5%,0%[46 µM],12%,nt,0%
Cc1ccc(N2C(=O)N(Cc3ccccc3C)c3ccccc3S2(=O)=O)cc1,-2%,1%,3%,-7%,?,-3%,-19%,-17%
Cc1ccccc1Cn1cc(NC(=O)c2nc3ncccn3n2)cn1,-4%,-6%,10%,3%,-4%,4%,10%,i
O=S(=O)(c1ccc(F)c(F)c1)N1CCN(Cc2ccc3c(c2)OCO3)CC1,0%,5%,6%,-1%,3%,0%,-3%,10%
CCN(CC)S(=O)(=O)c1ccc(N2CCOCC2)c(NC(=O)Cc2ccccc2)c1,0%,1%,-13%,-3%,-11%,13µM*,-21%,-5%
O=C(O)CSc1nnc(-c2ccccc2)c(-c2ccccc2)n1,-1%,-4%,-6%,-11%,nt,nt,nt,13%
CC1(C)NC(=O)N(CC(O)CN(Cc2ccccc2)Cc2ccccc2)C1=O (stereo not given),2%,-2%,1%,0%,-1%,-1%,-2%,-18%
O=S(=O)(c1ccc(-c2csc(-c3cccnc3)n2)cc1)N1CCCC1,-2%,-5%,11%,?,?,?,0%,0%
CC(=O)C1=C(C)Nc2ncnn2C1c1ccc(Cl)cc1Cl (stereo not given),-5%,-4%,0%,2%,3%,?,-7%,i
COC(=O)c1ccccc1NC(=O)CSc1nnc(-c2ccoc2C)n1C,-2%,2%,nt,2%,4%,-14%,nt,-5%
S=C1NC(c2ccccc2)=NCN1c1ccc(Br)cc1,1%,-1%,3%,-1%,-13%,5%,-1%,i
CCCCN1C(=O)C(NC(=O)C2CC2)(C(F)(F)F)C2=C1CC(C)(C)CC2=O (stereo not given),-1%,-8%,2%,-10%,15%,30%[activator],17%,-5%
Cc1cc(NC(=O)CN2CCCC2c2nc3ccccc3s2)no1 (stereo not given),-2%,1%,11%,0%,0%,-13%,-13%,-6%
O=c1[nH]c(CSc2nc3ccccc3[nH]2)nc2c1cnn2-c1ccccc1,0%,-5%,9%,6%,?,-2%,-18%[1.84 µM],-4%
COC(=O)/C(=C\Nc1ccc(OC)cc1)NC(=O)c1ccc(Cl)cc1Cl,-1%,-6%,8%,-5%,1%,-15%,2%,-1%
O=c1[nH]nc(SCCS(=O)(=O)c2ccc(F)cc2)n1-c1ccccc1,-1%,-4%,-1%,4%,nt,2.8µM*,nt,-9%
CC(=O)N(c1ccccc1)c1nnc(-c2cnc(C)cn2)s1,-1%[53 µM],3%[53 µM],-17%,16%,nt,?,nt,i
O=Cc1c[nH]c2ncccc12,-2%,4%,6%,-7%,nt,nt,nt,i
Cc1nnc(SC(C)C(=O)Nc2ccc(S(=O)(=O)N3CCCCC3)cc2)s1 (stereo not given),-1%,1%,4%,0%,-9%,15%,-11%,i
N#Cc1ccc(C(=O)OCC(=O)Nc2ccc(N3CCOCC3)cc2)cc1,-2%,-1%,8%,5%,-17%[46 µM],?,-5%,i

# Compound profiles, from the list above. Order of screens: TR SRC2 fluor cs | TRb-SRC2 inh | RGS12 GoLoco inh | JMJD2E inh | Lamin A splicing | ALDH1A1 inh | SMN2 splice enh | RECQ1 inh
# `Cc1ccc(N2C(=O)N(Cc3ccccc3C)c3ccccc3S2(=O)=O)cc1` reads -2% | 1% | 3% | -7% | ? | -3% | -19% | -17%
# `CC(=O)N(c1ccccc1)c1nnc(-c2cnc(C)cn2)s1` reads -1%[53 µM] | 3%[53 µM] | -17% | 16% | nt | ? | nt | i
# `C=C(C)CNC(=S)Nc1cccc(S(=O)(=O)NC2=NCCC2)c1` reads 1% | 4% | -1% | -1% | -1%[46 µM] | ? | -9% | -3%

# Entries above with a CF3 group:
SMILES,TR SRC2 fluor cs,TRb-SRC2 inh,RGS12 GoLoco inh,JMJD2E inh,Lamin A splicing,ALDH1A1 inh,SMN2 splice enh,RECQ1 inh
CC(C)=C1SC(N2CCN(c3cccc(C(F)(F)F)c3)CC2)=NC1=O,2%,-31%,4%,5%,6%,?,-18%,-10%
O=C(NCC1CCCO1)c1cnn2c1NC(c1ccccc1)CC2C(F)(F)F (stereo not given),-1%,3%,2%,-2%,-11%,6%,nt,-1%
CCCCN1C(=O)C(NC(=O)C2CC2)(C(F)(F)F)C2=C1CC(C)(C)CC2=O (stereo not given),-1%,-8%,2%,-10%,15%,30%[activator],17%,-5%
